Screens deposited in PubChem by several laboratories.
BoNT-F LC inh – inhibitors of Botulinum neurotoxin F light chain protease; Multiplex microsphere protease cleavage assay, flow cytometry; inhibition, % at 10 µM; actives 0.22% (n = 360,000); AID 588497; in the data active means inhibition above about 35%, passing the limit was not always enough; inconclusive means no clear call, values can overlap the other calls; further: plate controls were buffer without enzyme for full effect and enzyme alone for no effect
FadD28 FP inh – M. tuberculosis FadD28 bisubstrate binding inhibition; actives 0.22% (n = 360,000); FadD28 bisubstrate probe binding, fluorescence polarization; inhibition, % at 12.5 µM; in the data active means inhibition above about 8.5%, passing the limit was not always enough; inconclusive means no clear call, values can overlap the other calls
FBA Mtb inh – Mtb fructose-bisphosphate aldolase inhibition; P9WQA3; purified M. tuberculosis FBA, fluorescence read-out; inhibition, % at 1 µM; actives 2.3% (n = 360,000); AID 588726; in the data active means inhibition above about 27%;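 further: 0% = vehicle and 100% = reference inhibitor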
Target sequence (P9WQA3 whole entry, looked up): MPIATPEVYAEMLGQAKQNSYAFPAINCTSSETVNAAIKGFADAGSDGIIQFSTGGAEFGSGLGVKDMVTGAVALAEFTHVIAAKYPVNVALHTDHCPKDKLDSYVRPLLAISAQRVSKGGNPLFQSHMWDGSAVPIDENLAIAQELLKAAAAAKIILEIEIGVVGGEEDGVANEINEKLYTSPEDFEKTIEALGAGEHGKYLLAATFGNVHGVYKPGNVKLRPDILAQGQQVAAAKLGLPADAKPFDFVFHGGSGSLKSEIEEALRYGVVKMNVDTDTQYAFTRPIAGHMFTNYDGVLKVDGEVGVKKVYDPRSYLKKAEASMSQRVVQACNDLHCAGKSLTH
BoNT A protease – blocks Botulinum neurotoxin A light chain protease; multiplex microsphere protease substrate cleavage, flow cytometry; inhibition, % at 10 µM; actives 0.17% (n = 360,000); in the data active means inhibition above about 30%; inconclusive means no clear call, values can overlap the other calls; further: plate controls were buffer without enzyme for full effect and enzyme alone for no effect
CCHF vOTU inh – CCHFV vOTU protease inhibition | Pep-AMC fluorescence | inhibition, % at 11.5 µM | actives 0.55% (n = 370,000); further: 0% = vehicle wells with enzyme and 100% = no enzyme wells
UGM FP inh – Mtb UDP-galactopyranose mutase inhibition; P9WIQ1; purified UGM, fluorescence polarization probe displacement; inhibition, % at 10 µM; actives 0.06% (n = 320,000); AID 504406; in the data active means inhibition above about 10%, passing the limit was not always enough; inconclusive means no clear call, values can overlap the other calls
Target sequence (P9WIQ1 whole entry, looked up): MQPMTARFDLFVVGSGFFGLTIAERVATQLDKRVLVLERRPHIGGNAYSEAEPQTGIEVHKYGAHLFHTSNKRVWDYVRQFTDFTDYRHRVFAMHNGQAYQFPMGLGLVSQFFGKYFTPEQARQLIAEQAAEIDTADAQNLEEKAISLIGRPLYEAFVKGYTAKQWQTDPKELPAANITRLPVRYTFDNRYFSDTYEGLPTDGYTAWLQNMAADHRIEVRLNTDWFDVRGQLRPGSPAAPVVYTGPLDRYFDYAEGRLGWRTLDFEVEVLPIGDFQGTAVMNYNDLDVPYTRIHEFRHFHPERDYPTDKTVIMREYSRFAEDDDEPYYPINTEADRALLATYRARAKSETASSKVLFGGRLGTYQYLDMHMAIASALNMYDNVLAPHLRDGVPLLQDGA
PrPC TRFRET – inhibitors of human cell surface prion protein PrPC. P04156. TR-FRET read-out. inhibition, % at 13.8 µM. actives 0.43% (n = 370,000). AID 720596; in the data active means inhibition above about 24%; further: 0% = median of the test wells and 100% = reference compound wells
GDH-TPI inh – counter-screen for M. tuberculosis FBA inhibitors: GDH-TPI coupled enzymes. GDH-TPI coupled enzyme counterscreen, NADH absorbance. inhibition, % at 4.8 µM. actives 1.2% (n = 360,000);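 further: 0% = DMSO wells and 100% = wells lacking the enzyme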
Mtb BioA inh – inhibitors of Mycobacterium tuberculosis BioA enzyme | purified M. tuberculosis BioA enzyme, plate reader | inhibition, % at 9.99 µM | actives 0.096% (n = 360,000) | AID 602481; in the data active means inhibition above about 40%; inconclusive means no clear call, values can overlap the other calls
Active calls of the source: *; u = inconclusive; x = not tested or not shown. Unless noted, no stated cut-off is given here; in the data, active means inhibition above about 30%; inactive means the rest. Rows were taken by chance; overall some 4.8% were active at least once.

item	SMILES	BoNT-F LC inh	FadD28 FP inh	FBA Mtb inh	BoNT A protease	CCHF vOTU inh	UGM FP inh	PrPC TRFRET	GDH-TPI inh	Mtb BioA inh
1	COc1cccc(/C=N/Nc2ccc([N+](=O)[O-])cc2)c1O	u	-1.0	-12	-2.4	22	1.1	-3	12	0.2
2	Cn1c2ccccc2c2cnn(CC(=O)N3CCCCC3)c(=O)c21	3	-3.9	8	1.0	4	1.7	-1	3	x
3	Cc1nccn1CCc1n[nH]c(=S)n1Cc1ccccc1	0	-2.8	1	0.0	2	0.8	-10	2	x
4	NNC(=O)CCN(Cc1ccco1)S(=O)(=O)c1ccc(Cl)cc1	u	-1.1	-1	u	7	2.5	16	-7	x
5	O=[N+]([O-])c1cccc(-c2n[nH]c(=S)n2Cc2ccccc2)c1	-3	-2.8	0	-0.2	-4	1.7	-1	-3	x
6	C=CCn1c(-c2ccoc2)n[nH]c1=S	-8	-2.4	19	-0.8	-3	3.7	8	2	-1.2
7	Cc1cccc(-c2nc(CS(=O)CC(=O)NC3CCCCC3)c(C)o2)c1 (stereo not drawn)	-1	-3.6	1	0.2	7	1.7	9	-7	-5.3
8	COc1ccc(NS(=O)(=O)c2ccc(NC(=O)c3ccccc3Br)cc2)nn1	-5	1.9	2	-0.8	-1	-0.3	1	2	-0.7
9	OCCCNC(=S)Nc1ccc2nc(-c3ccccn3)c(-c3ccccn3)nc2c1	2	-3.1	19	1.8	-30	-1.4	-33	13	0.3
10	COC(=O)C1=C(C(=O)c2ccc(C)cc2)C(c2ccc(OC)c(OC)c2)n2nnnc2N1 (stereo not drawn)	-1	-4.4	-9	-0.6	-3	-0.6	2	5	0.3
11	O=S(=O)(c1cnc(Cl)c(Cl)c1)N1CCc2ccccc21	8	-1.2	2	-0.2	-6	0.1	4	5	-0.8
12	Cc1cc(N)n2ncc(-c3ccccc3)c2n1	-23	1.4	0	0.7	16	-1.4	-1	16	0.5
13	O=C(O)c1nn(CCOc2c(Cl)cccc2Cl)c(=O)c2ccccc12	-8	0.2	7	0.8	12	-1.3	3	5	-1.5
14	O=C(CSc1ccc2c(c1)OCCO2)Nc1cccc(S(=O)(=O)N2CCCCC2)c1	-4	-1.5	2	0.0	10	-0.9	6	4	x
15	O=C1CSC(=S)N1/N=C/c1cccc(C(F)(F)F)c1	-7	-1.4	3	-2.9	7	-0.6	1	11	-1.4

Overlap with the part before: two entries, then new ones.
item	SMILES	BoNT-F LC inh	FadD28 FP inh	FBA Mtb inh	BoNT A protease	CCHF vOTU inh	UGM FP inh	PrPC TRFRET	GDH-TPI inh	Mtb BioA inh
14	O=C(CSc1ccc2c(c1)OCCO2)Nc1cccc(S(=O)(=O)N2CCCCC2)c1	-4	-1.5	2	0.0	10	-0.9	6	4	x
15	O=C1CSC(=S)N1/N=C/c1cccc(C(F)(F)F)c1	-7	-1.4	3	-2.9	7	-0.6	1	11	-1.4
16	O=S(=O)(NC1CCCCC1N1CCC(O)CC1)c1ccc(Cl)cc1 (stereo not drawn)	110*	-0.1	0	29	11	-1.3	-1	4	x
17	CCOC(=O)C1(Cc2cccc(OC)c2)CCN(Cc2ccc(OC)c(O)c2)CC1	-1	-2.5	3	0.1	8	-1.4	-6	-2	-0.8
18	Brc1ccc2nc(-c3cccs3)c(NCC3CCCO3)n2c1 (stereo not drawn)	-1	-1.5	-1	-0.6	9	-1.5	0	0	x
19	COc1ccc(COC(=O)c2ccc(N3CCCC3=O)cc2)cc1F	-8	-0.8	0	0.3	1	-1.7	0	5	3.3
20	CCC(C(=O)NN1C(=O)c2ccccc2C1=O)c1ccccc1 (stereo not drawn)	-2	-2.2	-1	-0.2	-9	-0.1	6	3	-0.5
21	O=C(COc1ccc(Cl)cc1)N(c1ccc(Cl)cc1)C1CN2CCC1CC2 (stereo not drawn)	1	-4.1	2	-0.6	-12	-1.3	-14	-1	x
22	Fc1ccc(Br)cc1C1C=C(c2ccc(Br)s2)Nc2ncnn21 (stereo not drawn)	7	-1.4	8	1.0	x	-5.3	x	9	0.4
23	CCCOc1ccc(CNC(=S)N/N=C/c2ccc([N+](=O)[O-])cc2)cc1	1	-1.6	-4	1.3	11	-2.6	-10	10	-1.4
24	CCc1nnc(NC(=O)C2CC(=O)N(Cc3ccco3)C2)s1 (stereo not drawn)	-12	-3.5	-1	-1.3	-12	2.5	4	2	-11
25	CC(=O)c1cccc(NC(=O)N2CCC(NC(=O)c3ccco3)CC2)c1	7	-0.1	4	0.0	-11	1.1	0	-3	-4.4
26	COc1ccc(Nc2ncnc3sc(-c4ccccc4)cc23)cc1OC	-3	0.0	11	1.3	-17	-1.7	-4	16	-1.5
27	COc1ccc(NC(=O)/C(Cl)=C(/Cl)S(=O)(=O)Cc2ccccc2)cn1	1	-4.8	0	0.5	8	x	94*	-1	-1.0
28	COCCCNC(=O)CCc1c(C)nc2c(c(C)nn2-c2ccc(C)cc2)c1C	3	-0.7	56*	-1.8	-31	-3.3	5	7	7.9
29	CCN(CC)C(=O)Cn1cnc2sc(C(=O)N3CCN(c4ccc(F)cc4)CC3)c(C)c2c1=O	8	-3.5	-8	0.9	3	-1.7	-4	-3	x
30	CN1CCN(c2nc(N3CCN(CCO)CC3)nc3ccccc23)CC1	-7	1.3	5	-0.9	-7	1.7	-9	8	-1.1

item	SMILES	BoNT-F LC inh	FadD28 FP inh	FBA Mtb inh	BoNT A protease	CCHF vOTU inh	UGM FP inh	PrPC TRFRET	GDH-TPI inh	Mtb BioA inh
31	CC(=O)N1[C@H](C)C=C[C@]1(Cc1ccccc1)C(=O)O	-2	-3.4	1	0.0	-9	-0.8	0	-8	-1.9
32	Cc1ccc(Cn2ccsc2=NC(=O)COC(=O)c2ccc(NC(=O)CC#N)cc2)cc1	5	-0.7	2	4.0	-1	0.5	2	1	x
33	Nc1ccccc1C(=O)N1CCC(O)(c2ccc(Cl)cc2)CC1	-21	-1.6	4	-3.2	4	-0.1	-2	3	-0.5
34	COc1ccc(CCN(Cc2ccccn2)C(=S)Nc2ccccc2Cl)cc1OC	-3	-2.7	2	-0.5	5	-0.8	-4	-2	x
35	COc1ccc(NS(=O)(=O)c2cc(NC(=O)c3ccc(=O)[nH]n3)ccc2N2CCOCC2)cc1	-27	-6.5	-1	-2.4	-1	-0.1	-12	-7	-0.9
36	Cc1ccc(Nc2c(-c3ccccn3)nc3cc(C)ccn23)cc1	-6	-1.1	14	-4.1	-11	4.4	22	13	16
37	CC[C@@]1(C(=O)OC)N[C@H](CN(C)S(=O)(=O)c2ccc(C(C)(C)C)cc2)[C@@H]2C(=O)N(Cc3ccccc3)C(=O)[C@@H]21	-3	0.7	5	-0.3	-3	0.8	1	5	-0.4
38	O=C(Nc1cccnc1)c1ccc2c(c1)C(=O)N(Cc1cccnc1)C2=O	-2	-1.5	3	-0.5	-15	0.3	-2	15	x
39	COc1cccc(NC(=O)CN(C)C(C)C(=O)Nc2ccc(C#N)cc2)c1 (stereo not drawn)	0	-0.9	1	-0.6	-20	0.8	-10	4	x
40	CN1c2ccccc2N(C)C1(C)c1ccccc1	-72	0.4	-2	-0.4	24	0.7	1	20	x
41	Cc1ccc(N2C(=O)N(CC(=O)Nc3cc(Cl)ccc3C)C(=O)C2C)cc1 (stereo not drawn)	9	-2.5	1	1.6	-6	x	3	5	0.2
42	CCc1ccc([C@H]2[C@@H]3C(=O)C[C@@H]4C(=O)N(CC)C(=O)[C@@H]4[C@@H]3CN2S(=O)(=O)c2ccc(C)cc2)cc1	-3	-5.0	-2	-0.6	1	x	-8	x	-3.9
43	COc1ccc(OCc2cn(CC(=O)c3ccc(O)cc3)nn2)cc1	-7	0.4	0	-0.6	-3	x	5	20	0.6
44	COc1cc(C(=O)N/N=C(\C)c2ccc(NC(=O)Cc3ccccc3)cc2)ccc1O	-6	-2.9	-2	-1.8	9	-0.1	2	20	0.0
45	CC1CCN(S(=O)(=O)c2ccc(NC(=O)CNC3CCCCC3)cc2)CC1	-31	1.0	2	0.9	3	-1.8	6	11	-0.9

item	SMILES	BoNT-F LC inh	FadD28 FP inh	FBA Mtb inh	BoNT A protease	CCHF vOTU inh	UGM FP inh	PrPC TRFRET	GDH-TPI inh	Mtb BioA inh
46	Cn1nc(C(=O)NCCOc2ccccc2)c2ccccc2c1=O	-6	-0.4	-2	0.2	2	-3.8	6	-1	x
47	COc1ccc([N+](=O)[O-])cc1NC(=S)NC(NC(C)=O)C(Cl)(Cl)Cl (stereo not drawn)	-1	-4.8	-8	-1.2	-7	x	-1	2	-1.6
48	O=C(O)c1ccccc1COc1ccccc1Cl	-11	-1.1	2	u	0	4.8	-5	5	-0.4
49	O=C(CNc1ccccc1F)N/N=C/C1CC=CCC1 (stereo not drawn)	-2	-4.4	-7	-0.7	-1	0.0	-3	-11	x
50	COC(=O)c1ccc(-n2c(C)cc(/C=N/Nc3nc(C)cc(=O)[nH]3)c2C)cc1	-16	-3.2	-1	-1.3	-7	1.3	2	23	x
51	CCN(CC)C(C(=O)NC1CCCCC1)c1ccc(C)cc1 (stereo not drawn)	0	0.8	-3	0.2	-5	4.0	7	4	x
52	NS(=O)(=O)c1ccc(CNC(=O)c2csc3c2CCCC3)cc1	-3	-0.7	1	0.5	13	1.1	-5	13	x
53	O=C(COC(=O)c1cc(=O)[nH]c2ccccc12)NCc1cccs1	-14	-4.5	7	0.0	-4	2.1	-9	1	x
54	Cc1cc2c(cc1S(=O)(=O)NC1CCCCC1C)OCC(=O)N2 (stereo not drawn)	-1	-1.0	1	-0.9	12	-0.3	1	-6	0.2
55	C(=N\N1CCN(c2ccccn2)CC1)/c1ccco1	0	-2.2	-2	-0.4	10	0.2	1	2	1.8
56	COc1ccccc1NC(=O)CCN1C(=O)C2CC=C(Cl)CC2C1=O (stereo not drawn)	0	-1.6	-3	0.5	3	-1.5	10	-9	-1.4
57	COc1ccc(NC(=O)c2cc([N+](=O)[O-])ccc2N2CCCC2)cc1S(N)(=O)=O	8	-2.7	-10	1.3	8	x	-27	1	x
58	CCNC(=O)NC(=O)c1csc([N+](=O)[O-])c1	-2	-1.3	0	-0.3	5	-1.7	2	11	x
59	O=C(CCCC(=O)N1CCCC1)N1CCCC1	10	2.1	4	-0.9	7	0.3	4	2	0.1
60	CN(C)c1cc(-c2ccccc2)nc(-c2ccccc2)n1	3	0.0	2	0.7	-11	0.6	0	0	-1.1
61	COc1cc(/C=N/NC(=O)Cn2cnc3c2c(=O)n(C)c(=O)n3C)ccc1O	-5	-0.7	0	-1.3	1	1.3	-1	14	-0.5
62	O=C1c2ccccc2C(=O)N1CC1c2ccccc2CCN1C(=O)N1CCOCC1 (stereo not drawn)	7	-2.3	1	-0.4	x	-2.2	x	-8	-0.3
63	O=C(COC(=O)c1nc(Cl)ccc1Cl)NC1CCS(=O)(=O)C1 (stereo not drawn)	5	0.5	0	-2.5	-2	1.5	8	-6	-1.9
